Bioassay records from PubChem BioAssay.
Jurkat viability: reduces viability or proliferation of Jurkat cells; Jurkat E6.1 viability, ATP luminescence, 48 h; inhibition, % at 4 µM; hit rate 1.2% among 56,000;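 active = inhibition above the mean inhibition of all tested compounds plus 3 SD, cut at about 28% in these data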
S1P1 ag-PAM: activates or potentiates agonism at human S1P1 receptor; P21453; S1P1 CRE-bla cells, forskolin, beta-lactamase FRET, potentiator mode; S1P1 agonist co-added at EC20, 2 nM; 100% = saturating reference agonist, 0% = basal; activation, % at 9.5 µM; hit rate 0.57% among 56,000;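 active = activation above a cutoff set at the mean activation of all tested compounds plus 3 SD, cut at about 54% in these data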;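 note: forskolin at 4 µM as EC80 and the EC20 agonist is SEW2871; 100% = SEW2871 at its EC100 plus forskolin at EC80; some compounds past the cut are filed as inactive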
Target sequence (P21453 whole entry, looked up): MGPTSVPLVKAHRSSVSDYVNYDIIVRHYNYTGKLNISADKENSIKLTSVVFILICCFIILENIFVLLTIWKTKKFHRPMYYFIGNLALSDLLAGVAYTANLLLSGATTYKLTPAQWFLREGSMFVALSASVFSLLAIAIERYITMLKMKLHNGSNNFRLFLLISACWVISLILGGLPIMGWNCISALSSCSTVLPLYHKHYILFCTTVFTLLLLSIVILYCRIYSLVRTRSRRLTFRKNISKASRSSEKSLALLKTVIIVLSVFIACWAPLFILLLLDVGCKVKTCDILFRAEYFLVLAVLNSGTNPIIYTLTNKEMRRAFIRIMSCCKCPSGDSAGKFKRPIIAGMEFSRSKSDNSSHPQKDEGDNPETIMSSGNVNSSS
HTR1A agonist: 5-HT1a (human) receptor agonism. P08908. CHO 5-HT1a Ga15 NFAT-bla reporter, FRET ratio; 0% basal, 100% maximal reference agonist. activation, % at 10 µM. hit rate 0.56% among 65,000;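 active = activation above the screen-wide mean activation plus 3 SD, cut at about 19% in these data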;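 note: 0% = DMSO wells and 100% = 5-CT at EC100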
HEK293 NFkB inh: lowers PMA/ionomycin-induced NF-kB signal in HEK293 cells; HEK-293 NF-kB luciferase reporter, luminescence; hit rate 0.21% among 62,000; inhibition, % at 3 µM;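 active = inhibition above the mean of all tested compounds plus 3 SD, cut at about 40% in these data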;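 note: 0% = stimulated DMSO wells and 100% = 10 µM reference inhibitor 5653914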
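Reagent: PMA plus ionomycin mix as NF-kB-activating stimulus. Assay system: NF-kB luciferase reporter HEK-293 cells. Technique: luminescence from luciferase substrate reagent. Incubation: 1 h compound pre-incubation, 16 h PMA/ionomycin at 37 °C. Benchmarks: DMSO only as uninhibited control, 10 µM reference inhibitor as full inhibition. Repeats: tested once.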
D1 mod: allosteric modulators of human D1 dopamine receptor | P21728 | HEK293 D1, CRE-luciferase, dopamine EC30 potentiation; actives deviate in either direction | B-score at 10 µM | hit rate 5.9% among 58,000;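 active = luminescence count or its row- and column-corrected plate score outside the 99.7% band of the plate's sample wells, on either side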
5HT1a antag: 5-HT1a (human) receptor antagonism; hit rate 0.68% among 62,000; inhibition, % at 10 µM; AID 612; CHO 5-HT1a Ga15 NFAT-bla reporter, antagonist mode;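 active = inhibition above the mean of all tested compounds plus 3 SD, cut at about 43% in these data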;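 note: receptor stimulated by 5-CT agonist at 100 nM near EC80; beta-lactamase reporter measured by ratiometric fluorescence of a cleavable substrate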
5HT1E antag: blocks the human 5-HT1E serotonin receptor; P28566; CHO 5-HT1E Ga15 NFAT-bla reporter, FRET, antagonist; inhibition, % at 6 µM; hit rate 0.99% among 65,000; AID 571;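 active = inhibition above a set limit, the mean inhibition across every tested compound plus 3 SD, cut at about 29% in these data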;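 note: signal is the 460 over 535 nm emission ratio of beta-lactamase substrate; 0% = agonist plus DMSO wells and 100% = wells without agonist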
S1P3 ag: S1P3 (human) receptor agonism; Q99500; S1P3 NFAT-BLA reporter cells, FRET ratio; relative to 1 µM S1P, basal subtracted; activation, % at 4.5 µM; hit rate 0.1% among 60,000; AID 373;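 active = activation above the screen-wide mean plus 3 SD, cut at about 4.5% in these data, passing the limit was not always enough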; note: some compounds called inactive have numbers as strong as hits
Target sequence (Q99500 whole entry, looked up): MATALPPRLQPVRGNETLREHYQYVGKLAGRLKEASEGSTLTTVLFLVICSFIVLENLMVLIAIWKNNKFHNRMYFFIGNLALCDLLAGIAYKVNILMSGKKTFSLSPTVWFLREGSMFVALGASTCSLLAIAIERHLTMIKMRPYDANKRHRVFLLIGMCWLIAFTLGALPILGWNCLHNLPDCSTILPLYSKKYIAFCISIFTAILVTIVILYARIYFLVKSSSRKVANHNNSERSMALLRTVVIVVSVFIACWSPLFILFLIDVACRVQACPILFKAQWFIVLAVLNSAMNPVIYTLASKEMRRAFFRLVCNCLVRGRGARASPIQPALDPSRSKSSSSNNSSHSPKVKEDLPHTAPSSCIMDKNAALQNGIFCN
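Measure – % activation relative to 1 µM S1P (100%), per plate · System – stable CHO line with human S1P3, Gα16, NFAT-BLA reporter · Timing – cells plated overnight, compound 4 h 37 °C, substrate 2 h RT · Technique – fluorescent BLA substrate, ex 405 nm, em 460/535 nm ratio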
5HT1E ag: agonists of human 5-HT1E serotonin receptor. CHO 5-HT1E Ga15 NFAT-bla reporter, FRET; 0% DMSO wells, 100% control agonist wells. activation, % at 6 µM. hit rate 0.69% among 65,000;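 active = activation above a set limit, the screen-wide mean activation plus 3 SD, cut at about 8.5% in these data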;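 note: 100% = positive control agonist at 1 µM giving full maximal response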
* marks the source's active call; other numbers are inactive results; nt = not tested or not shown.

compound,S1P3 ag,HEK293 NFkB inh,5HT1a antag,Jurkat viability,S1P1 ag-PAM,5HT1E ag,5HT1E antag,D1 mod,HTR1A agonist
COc1cccc(C2/C(=C(/O)c3cnn(-c4ccccc4)c3C)C(=O)C(=O)N2CCN(C)C)c1 (stereo not drawn),-3.9,nt,nt,nt,5,-0.2,2,-0.095,-1.9
Cc1c(NC(=O)C2CCCNC2=O)c(=O)n(-c2ccccc2)n1C (stereo not drawn),-1.2,12,-7,-2,-18,1.1,-8,0.0035,-2.1
COc1cc(S(=O)(=O)N2CCOCC2)ccc1NC(=O)CSc1nnc(N)s1,-0.4,10,-11,2,-6,1.1,1,4.8*,-1.7
C=CCn1c(SCc2cc(=O)n3ccsc3n2)nc2sc(C)c(C)c2c1=O,-0.4,12,-9,5,-21,0.1,1,4*,4.1
CN(C(=O)c1cccc(C#N)c1)c1nnc(C2CCCO2)s1 (stereo not drawn),0.2,-2,-13,-8,15,0.7,-5,nt,0.6
Cc1cc(N2CCN(C3CCCC3)CC2)n2ncc(-c3ccccc3)c2n1,-0.2,15,4,-4,-6,0.0,-3,0.054,1.5
COc1ccc(NC(=O)C2CCN(S(=O)(=O)c3cccc4cccnc34)CC2)cc1,-0.6,13,7,1,-13,0.4,6,0.029,-3.4
c1ccc(-c2nnc(CSc3nncs3)o2)cc1,nt,8,2,nt,nt,0.3,10,-1.2,0.5
O=C(CCn1c(=S)oc2ccccc21)Nc1ccc2c(c1)OCCO2,-0.8,13,-2,2,-15,0.4,4,0.095,-4.8
O=C(NCCN1CCCC1=O)Nc1ccccc1,-0.1,10,2,10,-19,-0.2,-79,-0.76,-5.2
Cc1c(C(=O)Nc2ccc(Cl)cn2)oc2ccccc12,-1.8,15,17,3,16,-1.5,13,0.2,-4.1
CCOC(=O)c1[nH]c2c(c1C)C(=O)CC(c1ccc(OCC)c(OC)c1)C2 (stereo not drawn),nt,16,-1,nt,nt,0.6,-5,-0.54,0.6

(further entries)
compound,S1P3 ag,HEK293 NFkB inh,5HT1a antag,Jurkat viability,S1P1 ag-PAM,5HT1E ag,5HT1E antag,D1 mod,HTR1A agonist
COc1ccc(Cn2nnnc2C(c2ccc(F)cc2)N2CCN(C3CCCC3)CC2)cc1 (stereo not drawn),0.4,8,12,4,0,-1.1,5,-0.83,-1.3
Cc1ccc2nc(C3CCN(CC(=O)Nc4ccc5c(c4)OCCO5)CC3)[nH]c2c1,-0.5,10,-7,7,-2,-1.3,5,-0.078,0.0
O=C(NCc1ccco1)Nc1ccc(Br)cc1Cl,-0.9,-4,19,4,9,0.1,-2,-0.75,-1.8
CC(=O)Nc1ccc(N2S(=O)(=O)c3ccccc3S2(=O)=O)cc1,-1.0,9,-4,-8,3,0.2,2,0.8,-0.2
CCOc1ccc(-c2nc(C#N)c(NCC(C)C)o2)cc1,-4.8,nt,nt,nt,15,0.2,3,nt,-2.3
CCSc1nnc(NC(=O)C(C(F)(F)F)C(F)(F)F)s1,-4.2,nt,nt,nt,-6,0.3,-4,-0.061,3.2
COc1ccc(OC)c(CCNC(=O)CS(=O)(=O)Cc2nc(-c3ccc(C)cc3)oc2C)c1,-1.0,16,6,-2,38,1.3,3,0.33,-0.7
COc1ccc(C2(C)NC(=O)N(Cc3cc(Cl)cc4c3OCOC4)C2=O)cc1OC (stereo not drawn),0.6,12,-2,5,7,0.2,12,10*,3.8
CCn1cc(C(=O)OC(C)C(=O)Nc2c(C)n(C)n(-c3ccccc3)c2=O)c(=O)c2ccc(C)nc21 (stereo not drawn),-1.6,8,-5,-2,-1,-0.8,12,0.37,-0.6
CC1CN(S(=O)(=O)c2ccc(NC(=O)CCN3C(=O)c4ccccc4C3=O)cc2)CC(C)O1 (stereo not drawn),-0.9,20,-5,-3,-12,2.0,-2,0.85,-0.2
O=C(NCc1ccc2c(c1)OCO2)C1CCCN(S(=O)(=O)c2cccc3nonc23)C1 (stereo not drawn),nt,13,-6,nt,nt,-0.1,-12,-0.011,0.2
Cc1ccc2c(c1)N(C(C)C(=O)NCCc1ccccc1)C(=O)CO2 (stereo not drawn),1.9,-8,-5,4,-16,0.1,0,-0.17,-2.2

(more compounds)
compound,S1P3 ag,HEK293 NFkB inh,5HT1a antag,Jurkat viability,S1P1 ag-PAM,5HT1E ag,5HT1E antag,D1 mod,HTR1A agonist
C#CCSc1nnc(-c2c[nH]c3ccccc23)n1C,-0.6,5,6,-4,-11,-0.4,7,-1.1,-3.0
CCCSc1nnc(NC(=O)Nc2ccc(F)cc2)s1,-2.7,nt,nt,nt,27,0.3,32*,nt,-0.7
CCOC(=O)c1c(C)[nH]c(C(=O)OCC(=O)N2CCc3ccccc32)c1C,1.6,0,-5,-2,14,5.0,-1,0.17,2.4
O=S(=O)(c1ccc(Sc2nnc3ccccn23)nc1)N1CCOCC1,0.2,11,-8,-2,9,-0.2,6,-0.0041,-1.5
CCN(CC)c1nc(N)nc(NS(=O)(=O)c2ccc(Cl)cc2)n1,-0.6,24,4,10,-5,-0.4,21,-0.47,-2.1
CCc1c(C)[nH]n(-c2ccc(Oc3ccccc3)c(S(=O)(=O)O)c2)c1=O,-1.3,-1,8,-11,-22,6.8,-5,0.31,-3.0
CSc1ncccc1C(=O)OCC(=O)Nc1cc(C(F)(F)F)ccc1N1CCOCC1,0.2,9,8,0,-4,1.0,17,3.9,2.9
CCOCC(=O)Nc1cc(C(=O)OC)ccc1C(=O)OC,nt,24,-8,nt,nt,-0.2,4,0.065,-1.4
CCS(=O)(=O)N1CCCC(C(=O)NCCCN(C)Cc2ccccc2)C1 (stereo not drawn),-0.8,10,0,-3,-19,0.1,-2,-1.6,-2.1
CN(C)c1ccc(C(=O)OCC(=O)NC2CCCCC2)cc1,-0.4,9,5,-1,9,-0.1,1,0.014,-2.1
CCOC(=O)c1ccc(NC(=O)Nc2ccn(C)n2)cc1,-0.1,8,6,2,-27,0.5,3,0.11,-3.9
CS(=O)(=O)N1CCN(C(=O)NC23CC4CC(CC(C4)C2)C3)CC1,-0.2,7,-19,-8,-13,0.1,9,nt,0.6

(cont.)
compound,S1P3 ag,HEK293 NFkB inh,5HT1a antag,Jurkat viability,S1P1 ag-PAM,5HT1E ag,5HT1E antag,D1 mod,HTR1A agonist
CCN(Cc1ccccc1)C(=O)CSc1nc(C)cc2c1C(=O)OC2,0.4,2,-9,-7,-12,-0.3,-10,nt,0.0
CC(C)(C)n1cnc2cc(NS(=O)(=O)c3ccccc3)ccc21,-0.6,14,-1,4,8,-0.6,-9,-0.48,-3.5
CCOC(=O)CSc1nc(NC#N)nc(N(CC)CC)n1,-1.5,nt,nt,nt,-2,-0.4,5,nt,2.4
O=C(CN1C(=O)c2ccccc2S1(=O)=O)N1CCN(c2ccc(F)cc2)CC1,0.0,8,6,-3,10,-0.1,6,0.0044,-0.4
c1cncc(-c2nnc(C3CCCCC3)o2)c1,-0.5,23,-2,9,-19,-1.1,-13,2,-1.6
CC1CCCN(C(=O)Cn2nnc(-c3cccnc3)n2)C1 (stereo not drawn),0.0,-1,-12,-6,-14,-1.7,-2,-0.44,-3.4
O=C(Cn1cc2c(n1)CCCC2)NCc1cccs1,0.0,12,-8,-6,-7,0.1,-8,nt,-0.8
COc1ccc(C(=O)OC(C)CN2CCOCC2)cc1OC (stereo not drawn),-1.2,8,1,0,-11,-1.6,5,0.27,1.6
Oc1ccc(C=Nc2cccc3ncccc23)c(O)c1,-1.5,13,13,1,-12,0.1,-2,0.16,-1.4
COc1ccccc1CNC(=O)CNC(=O)Cn1cnc2ccccc2c1=O,-1.4,7,7,0,-32,0.1,15,0.7,-5.3
CCN(CC)S(=O)(=O)c1cc(C(=O)n2cccn2)c(Cl)cc1Cl,0.2,4,-6,-1,-11,0.2,-5,0.78,-0.4
CCOC(=O)Nc1nnc(-c2cccc(OC)c2)s1,-0.7,10,-4,3,-13,0.3,5,nt,-0.3

New compounds follow
compound,S1P3 ag,HEK293 NFkB inh,5HT1a antag,Jurkat viability,S1P1 ag-PAM,5HT1E ag,5HT1E antag,D1 mod,HTR1A agonist
Cc1ccc(-n2nnnc2SCC(=O)Nc2cccc(NC(=O)c3ccco3)c2)cc1C,0.0,8,-1,6,2,-0.7,3,0.29,-0.1
COc1ccc(OC)c(-n2cnnn2)c1,-2.1,14,0,1,-7,-0.1,7,-0.023,0.2
O=C(Nc1ccccc1N1CCCCC1)c1cccs1,-0.9,10,6,2,-40,-1.1,-4,0.36,0.4
CCOc1ccc(C(=O)N2CCN(c3ccccc3)CC2)cc1OCC,-1.2,18,3,6,-13,0.8,12,-0.32,-2.6
Cn1c(SCc2cccnc2)nc2cccnc21,-1.3,-7,4,3,9,-0.2,-1,1.9,-2.2
O=C(O)c1ccc(CN2C(=O)c3ccccc3S2(=O)=O)cc1,0.1,7,-6,3,2,-0.3,-2,0.075,-1.7
CCOC(=O)COC(=O)c1ccc(O)cc1,nt,13,-3,nt,nt,-0.6,-4,0.002,-0.3
O=C(Nc1ccc2c(c1)OCCO2)c1ccncc1,-0.1,-1,-14,4,7,-0.4,4,-1.3,-1.1
COCCNC(=O)c1cc2cc(Br)cc(OC)c2oc1=O,nt,2,1,nt,nt,0.3,-5,0.35,1.0
O=C(CN1CCN(c2nc(-c3ccc(F)cc3)cs2)CC1)Nc1ccc2c(c1)OCO2,-0.2,12,6,8,49,-0.8,0,-0.94,0.1

Molecules shown so far that have a CF3 group (two):
compound,S1P3 ag,HEK293 NFkB inh,5HT1a antag,Jurkat viability,S1P1 ag-PAM,5HT1E ag,5HT1E antag,D1 mod,HTR1A agonist
CCSc1nnc(NC(=O)C(C(F)(F)F)C(F)(F)F)s1,-4.2,nt,nt,nt,-6,0.3,-4,-0.061,3.2
CSc1ncccc1C(=O)OCC(=O)Nc1cc(C(F)(F)F)ccc1N1CCOCC1,0.2,9,8,0,-4,1.0,17,3.9,2.9
